Screening data deposited in PubChem BioAssay by several laboratories.
MC4R ag barr = MC4R agonists recruiting beta-arrestin, primary screen, cell-based, luminescence, agonist arm of biased-ligand search. Melanocortin receptor 4 (Homo sapiens), P32245. U2OS MC4R beta-arrestin complementation; percent of melanotan II response, DMSO zero. activation, % at 8.9 µM. hit rate 0.98% among 360,000;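 active means activation above a per-plate cutoff, the mean activation of sample wells on that plate plus 3 SD, cut at about 8% in these data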
ABHD5-PLIN5 inh = ABHD5-PLIN5 interaction inhibitors, primary screen, cell lysate, split luciferase complementation, luminescence; Split G. princeps luciferase complementation, 4 h; inhibition, % at 4 µM; hit rate 0.78% among 360,000;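 active means inhibition above the mean inhibition across every tested compound plus 3 SD, cut at about 22% in these data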;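 further: 0% = DMSO only wells and the 100% control is not disclosed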
MC4R antagonist = MC4R antagonists of cAMP signaling, primary screen, cell-based, TR-FRET, antagonist arm of biased-ligand search; Melanocortin receptor 4 (Homo sapiens), P32245; MC4R-expressing cells, MTII-stimulated cAMP, LANCE TR-FRET; inhibition, % at 6.5 µM; hit rate 0.48% among 360,000;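 active means inhibition above its plate's cutoff, the mean of tested wells on that plate plus 3 SD, cut at about 29% in these data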;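 further: 0% = Melanotan II alone and 100% = Melanotan II plus saturating MCL0020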
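System: U2OS cells stably expressing human melanocortin 4 receptor (MC4R). Reagent: Melanotan II challenge after compound preincubation. Doses: 6.5 µM. Times: 30-min compound, 1-h challenge, 1-h detection, room temperature. Measured by: TR-FRET with Eu-cAMP and labeled anti-cAMP, 671 nm. Replicates: singlicate.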
NOD2 RIPK2 PPI = NOD2-RIPK2 binding disruptors in cells, primary screen, fluorescence, CHO cells, BLA complementation | CCF4 ratio | inhibition, % at 4.98 µM | hit rate 0.38% among 360,000 | Receptor-interacting serine/threonine-protein kinase 2 (Homo sapiens), O43353; in the data active means inhibition above about 21%;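 further: 0% = vehicle only and 100% = reference blocker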
Glyco luc inh = increase of ERlucT glycosylation luciferase signal, primary screen, N-linked glycosylation inhibitor project, D54 ERlucT cells, luminescence, set 2 | reporter increase, % at 12.5 µM | D54 ERlucT glycosylation luciferase reporter, 24 h; percent of 100 nM tunicamycin response | AID 588692, 2011 | hit rate 0.23% among 360,000;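 active means mean luciferase reporter signal, scaled so untreated is 0 and the glycosylation-blocking control 100, at or above a set limit in every replicate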;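 further: luciferase carries N-glycosylation sites so blocking glycosylation raises the light; 0% = median of neutral control wells and 100% = median of 100 nM tunicamycin wells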
Vif imaging = HIV Vif self-association inhibitors, primary screen, imaging, HEK293T, single point; HEK293T cells, Vif self-association by quenched fluorescence, 24 h; inhibition, % at 7.49 µM; hit rate 0.35% among 340,000; in the data active means inhibition above about 50%, passing the limit was not always enough; further: some results filed as inactive read as strong as hits
Exocytosis inh = LAMP-1 surface exposure blockers, TALL-104 cells – cell-based, flow cytometry, MLPCN library, primary screen; hit rate 0.66% among 360,000; inhibition, % at 10 µM; TALL-104 LAMP-1 surface exposure; cells stimulated with thapsigargin and PMA;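 active means inhibition above about 55%, limit read from the data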
TLR9-MyD88 block = inhibitors of TLR9-MyD88 association in cells, primary screen, cell-based, CHO, BLA complementation, fluorescence; CCF4 FRET ratio; inhibition, % at 4.98 µM; Toll-like receptor 9 (Homo sapiens) + Myeloid differentiation primary response protein …; hit rate 0.21% among 340,000;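 active means inhibition above the mean over all tested compounds plus 3 SD, cut at about 21% in these data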;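 further: 0% = DMSO only wells and 100% = clavulanate BLA inhibitor control wells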
aDG glyco up = activators of alpha-DG glycosylation, primary screen, uHTS, Pro5-aDG cells, AlphaScreen; alpha-DG glycosylation AlphaScreen (IIH6); 0% Pro5, 100% B10-LARGE cell signal; activation, % at 10 µM; hit rate 0.22% among 360,000; AID 624168, 2012;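 active means activation of at least 8% versus controls, or a plate z-score of at least 8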;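 further: Pro5 are CHO cells carrying HIG-tagged alpha-DG that lacks glycosylation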
ABCB6 inh MLPCN = ABCB6 transporter inhibitors, primary screen, K562-ABCB6 cells, flow cytometry, MLPCN library. ATP-binding cassette sub-family B member 6 (Homo sapiens), Q9NP58. K562-ABCB6 porphyrin accumulation, 1 h; stronger effect = lower value. fluorescence ratio to DMSO, % at 10 µM. hit rate 0.19% among 360,000. AID 602162, 2011;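 active means fluorescence ratio to DMSO below 75%, the collection mean minus 3 SD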;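 further: signal is porphyrin accumulated inside mitochondria; 100% equals median channel fluorescence of DMSO control wells; lower ratio means ABCB6 inhibition with less porphyrin fluorescence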
Target sequence (Q9NP58 whole entry, looked up): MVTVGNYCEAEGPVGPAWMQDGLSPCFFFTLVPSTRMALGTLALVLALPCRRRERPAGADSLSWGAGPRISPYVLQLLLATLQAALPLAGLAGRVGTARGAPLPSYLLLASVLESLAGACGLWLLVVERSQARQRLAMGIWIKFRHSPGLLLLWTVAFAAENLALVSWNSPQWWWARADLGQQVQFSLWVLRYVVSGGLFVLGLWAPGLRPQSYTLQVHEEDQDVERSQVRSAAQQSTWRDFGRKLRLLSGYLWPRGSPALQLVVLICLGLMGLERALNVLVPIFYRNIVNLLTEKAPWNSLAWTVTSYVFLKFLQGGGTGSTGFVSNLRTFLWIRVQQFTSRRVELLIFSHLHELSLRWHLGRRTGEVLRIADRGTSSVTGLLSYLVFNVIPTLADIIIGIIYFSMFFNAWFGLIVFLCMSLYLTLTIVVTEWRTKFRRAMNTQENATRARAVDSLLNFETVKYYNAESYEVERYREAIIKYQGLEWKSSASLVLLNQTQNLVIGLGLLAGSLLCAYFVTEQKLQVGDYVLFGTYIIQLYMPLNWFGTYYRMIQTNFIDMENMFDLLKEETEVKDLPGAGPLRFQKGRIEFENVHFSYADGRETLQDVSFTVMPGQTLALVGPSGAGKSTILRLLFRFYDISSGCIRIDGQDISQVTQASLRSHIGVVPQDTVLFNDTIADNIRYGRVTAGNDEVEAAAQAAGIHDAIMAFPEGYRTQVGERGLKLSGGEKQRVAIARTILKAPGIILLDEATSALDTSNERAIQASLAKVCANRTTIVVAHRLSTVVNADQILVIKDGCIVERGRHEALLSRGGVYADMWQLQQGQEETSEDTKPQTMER
Active calls of the source: *; / = not tested or not shown.

SMILES	MC4R ag barr	ABHD5-PLIN5 inh	MC4R antagonist	NOD2 RIPK2 PPI	Glyco luc inh	Vif imaging	Exocytosis inh	TLR9-MyD88 block	aDG glyco up	ABCB6 inh MLPCN
CCOc1ccccc1NC(=O)CN1C(=O)COc2ccccc21	-2.4	-9	11	-8	-1	-7	-2	5	0.1	99
CCOC(=O)NC(=O)c1cn(Nc2ncc(C(F)(F)F)cc2Cl)c(=O)[nH]c1=O	-0.6	10	-1	8	1	-5	4	-3	0.1	93
O=c1ncn(-c2ccccc2C(F)(F)F)c2ncccc12	0.2	-3	0	-4	1	-3	-3	-3	0.1	103
OC(c1ccc(Cl)cc1)c1ncc(-c2ccccc2F)[nH]1 (stereo unspecified)	1.4	1	6	-9	-1	3	11	/	0.0	96
Cc1c(Cl)cccc1NC(=O)Cn1cnc(S(=O)(=O)N2CCCC2)c1	-3.2	2	-4	-11	0	25	0	-7	-0.1	103
CC(C)N(CCn1c(SCC(=O)N2CC(=O)Nc3ccccc32)nc2ccccc2c1=O)C(C)C	1.3	-1	19	1	-8	3	-1	4	0.2	100
COCC(=O)N1CCC2CC1c1cc(Cl)ccc12 (stereo unspecified)	1.8	9	6	-16	3	-2	-9	-4	-0.2	102
CCOC(=O)CCn1cnc2ccc([N+](=O)[O-])cc2c1=O	-1.8	3	2	-9	3	-15	-2	-1	-0.1	98
CC(=O)C[C@H](O)CC(=O)[C@H]1OC(=O)CC/C=C\Cc2ccccc21	0.7	4	3	2	1	6	18	-5	-0.2	86
CC1C(=O)N2CCCc3cc(NC(=O)C(=O)NCc4ccccn4)cc1c32 (stereo unspecified)	-3.7	-4	-5	-2	5	3	9	2	-0.1	94

Brought forward from above: 2 entries, followed by the next part.
SMILES	MC4R ag barr	ABHD5-PLIN5 inh	MC4R antagonist	NOD2 RIPK2 PPI	Glyco luc inh	Vif imaging	Exocytosis inh	TLR9-MyD88 block	aDG glyco up	ABCB6 inh MLPCN
CC(=O)C[C@H](O)CC(=O)[C@H]1OC(=O)CC/C=C\Cc2ccccc21	0.7	4	3	2	1	6	18	-5	-0.2	86
CC1C(=O)N2CCCc3cc(NC(=O)C(=O)NCc4ccccn4)cc1c32 (stereo unspecified)	-3.7	-4	-5	-2	5	3	9	2	-0.1	94
N#CC(c1ccc(Cl)nn1)c1ccc(Cl)cc1Cl (stereo unspecified)	-2.8	-4	14	-5	-2	-3	8	0	0.1	103
Nc1cc(=O)[nH]c(N2CCN(c3ccccc3)CC2)n1	-1.1	-5	-2	6	0	-16	-5	1	-0.2	94
CCCCn1c(SCC(=O)NC2CCCC2)nnc1-c1ccco1	-1.5	-1	-6	-2	1	18	-6	-2	0.1	96
Nn1c(SCc2ccc(Br)cc2)nnc1-c1ccccn1	-0.6	-8	-3	-4	8	-1	2	2	-0.3	85
COc1cccc(NC(=O)c2cccc(S(=O)(=O)N3CCN(Cc4ccccc4)CC3)c2)c1	0.5	0	1	-16	-4	-11	-4	-8	0.0	92
CC(=O)Cn1c(CN2CCCCC2)nc2ccccc2c1=O	-1.9	-2	3	-1	4	24	0	-3	-0.3	96
COc1ccc(NC(=O)COc2ccccc2Cl)cc1S(=O)(=O)N1CCCCC1	2.6	0	7	-28	1	-19	-13	-1	0.0	91
CN(C)CCCN1C(=O)c2oc3ccc(Cl)cc3c(=O)c2C1c1cccnc1 (stereo unspecified)	0.5	10	4	-5	3	2	2	6	-0.3	245
O=C(Nc1cccc(NC(=O)c2ccco2)c1)c1ccccc1	-1.3	-5	-4	11	-2	8	-4	5	0.0	97
O=C(O)CCc1c(C(=O)O)[nH]c2ccccc12	2.6	-4	3	3	1	-5	-2	-6	-0.2	102
C=CCOc1ccc(C(=O)n2cc(C(=O)OC)c3ccccc32)cc1	3.1	0	9	6	2	-2	4	-7	0.0	97
O=C1CC(SC(=S)C2CCCC2=O)C(=O)N1 (stereo unspecified)	0.6	-30	-3	9	0	-10	-6	-7	0.1	90
Cc1c(/C=N\NC(=O)c2cc3ccccc3o2)c2ccccc2n1C	-2.3	2	17	-2	14	26	66*	-7	-0.6	98
CCN(c1ccccc1)S(=O)(=O)c1ccc(C(=O)N(C)Cc2cccs2)cc1	2.3	-3	6	-1	-5	-2	-1	-4	0.4	99
CCOC(=O)c1c(C)[nH]c(C(=O)OCC(=O)c2ccc3c(c2)NC(=O)CO3)c1C	-1.1	-3	0	6	0	-5	1	0	0.2	99
CCC(=O)Nc1sc2c(c1C#N)CCC2	-1.9	-8	6	-5	2	-14	10	2	-0.1	100
CC(C)c1ccccc1NC(=O)COC(=O)C1(C)CC1(Cl)Cl (stereo unspecified)	0.3	-7	2	-1	0	6	4	-4	-0.3	95
O=C(OCC(=O)N1CCCC1=O)c1nc(Cl)ccc1Cl	-0.9	14	11	-3	2	-1	4	7	-0.1	98
O=C(CC1(O)C(=O)N(CN2CCOCC2)c2ccccc21)c1ccccc1 (stereo unspecified)	0.6	4	5	0	0	13	-1	13	0.1	95
Nc1cc(C(=O)OCC(=O)N2CCCC2=O)ccc1Cl	-3.1	10	6	-10	2	0	-4	4	-0.1	97
Cc1cc(Cl)ccc1NC(=O)CN1CCN(C(=O)c2ccco2)CC1	-2.0	-1	5	-5	2	-1	8	4	0.1	92
CSCC[C@H](NC(=O)[C@@H]1Cc2ccccc2CN1)C(=O)Nc1ccc2c(c1)OCO2	-1.5	-12	1	7	-1	1	-3	-18	0.7	113
COCCCN1C(=O)c2ccc(C(=O)OCC(=O)N(CCC#N)c3cc(C)cc(C)c3)cc2C1=O	-5.4	6	-4	0	0	-3	-2	-10	0.2	101
COc1ccccc1C1CC(=O)NC(C)=C1C(=O)OC(C)C (stereo unspecified)	0.5	2	14	7	2	4	-1	-1	0.2	103
Cc1ccc(S(=O)(=O)Nc2cccc(C(=O)NCC3CCCO3)c2)cc1F (stereo unspecified)	-0.2	-9	4	-4	2	-5	6	1	-0.1	99
N#CCCN(C(=O)COC(=O)c1nc(Cl)ccc1Cl)c1ccccc1	-3.5	-1	0	1	0	1	-7	11	0.0	91
COc1ccc(S(=O)(=O)CCC(=O)NCCc2cccc(C)c2)cc1	-1.1	6	7	9	2	/	8	-5	-0.1	100
CCCC(=O)Nc1c(-c2ccccc2)c(=O)c(C)nn1-c1ccc(C)cc1	-0.7	3	4	0	2	-11	2	-7	0.3	102
CCn1c(N2CCN(C(=O)c3ccco3)CC2)nc2ccccc21	-0.3	3	1	-6	1	-1	-4	3	-0.1	100
Cn1c(C(=O)N2CCN(c3ccccc3)CC2)cc2cc(Cl)ccc21	-0.9	-5	12	10	1	-3	3	8	-0.2	99
Nc1nc(COc2ccc(Cl)cc2)cs1	-2.7	0	1	8	2	7	0	3	-0.3	97
CC[C@]12c3[nH]c4ccc(Cl)cc4c3CCN1C(=O)[C@@H](CC(=O)NCCCOC)C[C@@H]2C(=O)N1CCN(C(=O)C2CC2)CC1	-2.8	-1	0	-5	0	/	-3	-1	-0.1	102
CCCC1NC(=O)c2cc3ccccc3cc2-n2c1nc1cc(F)ccc1c2=O (stereo unspecified)	0.8	-12	19	-3	5	-18	-3	7	-0.6	98
O=C(Nc1ccc(F)cc1)C(c1ccccc1)N1CCN(C(=O)c2ccco2)CC1 (stereo unspecified)	-0.1	5	1	8	-1	0	-2	-4	0.2	91
CC1CC(C)(C)CC2(C1)NC(=O)N(CC(=O)NC1CCCc3ccccc31)C2=O (stereo unspecified)	-1.4	2	4	0	0	3	-2	-2	0.6	93
Cn1c(C(O)c2ccc(Br)cc2)nc(Cl)c1Cl (stereo unspecified)	1.2	-7	1	-6	0	-4	5	0	-0.1	89
C(#Cc1ccccc1)CN1CCOCC1	-0.5	5	1	-4	0	-4	0	-9	-0.2	93
NS(=O)(=O)c1ccc(NC(=O)c2cc(-c3ccccc3O)n[nH]2)cc1	-1.1	7	-5	-18	2	-3	3	3	-0.1	102
Cc1ccc(-n2ncc3c(N4CCCC(C)C4)ncnc32)c(C)c1 (stereo unspecified)	0.2	-13	12	-2	-6	-9	-2	-1	0.6	92
O=C(NCc1ccccc1)[C@@H]1CCCN1C(=O)[C@@H]1CCCN1C(=O)c1ccc(Cl)cc1Cl	/	5	/	-6	/	/	-1	/	0.0	100
CCC(C)c1ccc(NC(=S)NCc2ccccc2OC)cc1 (stereo unspecified)	1.1	-7	1	-4	-1	-5	-3	3	5.3	99
COc1ccc(NC(=O)c2ccco2)c(OC)c1	0.3	-2	1	-6	1	/	-3	-4	0.4	98
COC(=O)C1=C(C(=O)OC)[C@@H]2Nc3ccccc3[C@@]23C[C@@H](C(=O)OC)N(C(=O)C2CCC2)C3=N1	-1.2	3	-2	-9	0	15	4	4	-0.2	87
CC(C#N)(Nc1ccc(Cl)cc1)c1cccnc1 (stereo unspecified)	-0.8	4	-2	3	3	8	5	-6	-0.2	100
O=C(OCC(=O)N1CCCc2ccccc21)c1ccc(Cl)nc1	-1.7	-3	14	-4	1	1	0	5	-0.4	92
Cc1ccc(N2CC(=O)N(NC(=O)Nc3ccc(Cl)c(Cl)c3)CC2=O)cc1	1.2	-2	18	-3	3	-6	-4	3	0.1	99
CCCCNC(=O)C1(C)CCN1C(=O)c1cc2ccccc2s1 (stereo unspecified)	-1.9	6	4	3	2	-9	14	/	-0.2	97
Cc1csc(CNc2ncnc3ccc(-c4cccnc4)cc23)c1	0.1	-11	-3	7	-2	-3	-1	2	0.6	91
CC1(C(=O)NCc2ccc3c(c2)OCO3)CCN1C(=O)CCc1ccc(Cl)cc1Cl (stereo unspecified)	-0.6	-6	8	9	-2	-15	-2	/	0.3	97
Cc1cc(C)c(S(=O)(=O)c2ccccc2Cl)c(Cl)n1	-1.4	1	2	-3	-2	4	0	/	-0.1	102

Following part:
SMILES	MC4R ag barr	ABHD5-PLIN5 inh	MC4R antagonist	NOD2 RIPK2 PPI	Glyco luc inh	Vif imaging	Exocytosis inh	TLR9-MyD88 block	aDG glyco up	ABCB6 inh MLPCN
CCN(CCCNC(=O)CC(C(=O)N1CCc2ccccc21)n1ccnc1)c1cccc(C)c1 (stereo unspecified)	0.2	7	19	2	-1	-4	-1	-2	0.2	110
COC(=O)CNC(=O)c1ccccc1[N+](=O)[O-]	-0.1	-2	4	-2	2	-4	-2	2	-0.1	100
CCCCCCc1cc2cc(C(=O)OCC)c(=O)oc2cc1O	1.3	3	0	7	1	36	22	7	0.6	95
N#CCCN(C(=O)COC(=O)c1cc(S(=O)(=O)N2CCOCC2)ccc1Cl)c1ccc(F)cc1	-2.0	8	9	1	1	0	-2	7	0.3	103
CCn1c2ccccc2c2cc(C#N)c(N)nc21	-0.3	-4	-12	-4	2	-3	54	/	-0.1	100
CCOc1ccc(CNC(=S)N/N=C\c2ccc([N+](=O)[O-])cc2)cc1	4.3	-9	10	-9	-1	0	-1	-1	0.4	96

The list is partial; the hit share may differ from the screen's.
